mut p53 react: mutant p53 pathway re-activators, primary screen, cell-based, SW480, luciferase, single point, HTS. SW480 PUMA-promoter luciferase, p53 mutant reactivation. activation, % at 9.98 µM. hit rate 1.5% among 28,000. AID 624151, 2012; in the data active = activation above about 52%
STK33 inh: STK33 kinase inhibitors, primary screen, biochemical, luminescence, ADP-Glo, MBP substrate. Serine/threonine-protein kinase 33 (Homo sapiens), Q9BYT3. inhibition, % at 12.5 µM. hit rate 0.44% among 27,000. AID 2322, 2010; in the data active = inhibition above about 20%
Target sequence (Q9BYT3 whole entry, looked up): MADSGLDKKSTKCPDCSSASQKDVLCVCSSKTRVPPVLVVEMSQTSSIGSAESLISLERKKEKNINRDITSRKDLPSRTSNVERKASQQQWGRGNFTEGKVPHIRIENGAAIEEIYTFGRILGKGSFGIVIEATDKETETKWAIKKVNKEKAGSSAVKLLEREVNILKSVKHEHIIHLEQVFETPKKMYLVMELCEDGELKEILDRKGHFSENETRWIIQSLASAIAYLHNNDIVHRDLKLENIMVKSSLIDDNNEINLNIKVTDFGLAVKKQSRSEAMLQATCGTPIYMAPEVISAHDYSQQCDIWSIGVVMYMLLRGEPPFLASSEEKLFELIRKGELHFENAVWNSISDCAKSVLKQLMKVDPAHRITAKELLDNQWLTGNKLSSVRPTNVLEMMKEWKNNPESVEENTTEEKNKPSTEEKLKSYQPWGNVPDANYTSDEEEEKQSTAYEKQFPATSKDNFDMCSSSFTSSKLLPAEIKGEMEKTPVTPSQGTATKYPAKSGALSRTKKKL
* hit, by the source's call; x = not tested or not shown. Only part of the results is shown; count on the stated rates, not on these rows.

| SMILES | mut p53 react | STK33 inh |
| --- | --- | --- |
| C/C=C/c1ccc2c(c1)O[C@H](CN(C)C(=O)c1ccccc1)[C@H](C)CN([C@@H](C)CO)S2(=O)=O | 8 | x |
| COc1ccc(N(C(=O)c2cccnc2)S(=O)(=O)c2cccc([N+](=O)[O-])c2)cc1 | -75 | 2 |
| C[C@H]1CN([C@@H](C)CO)C(=O)c2cc(NC(=O)CCC(F)(F)F)ccc2O[C@H]1CN(C)S(=O)(=O)c1ccccc1 | x | 2 |
| CC(C)(C)c1ccc(S(=O)(=O)CC(O)CSc2nc3c(cc2C#N)CCCC3)cc1 (configuration not stated) | 5 | -4 |
| COCC#Cc1ccc2c(c1)O[C@H](CN(C)Cc1ccc3c(c1)OCO3)[C@H](C)CN([C@H](C)CO)S2(=O)=O | 13 | x |
| Cc1noc(C)c1NC(=O)N(C)C[C@H]1Oc2ccc(NC(=O)NC3CCCCC3)cc2CC(=O)N([C@H](C)CO)C[C@H]1C | x | 6 |
| C[C@H]1CN([C@@H](C)CO)C(=O)c2cc(NC(=O)c3ccncc3)ccc2O[C@H]1CN(C)Cc1ccncc1 | x | -1 |
| COc1cccc(C2CC(C(F)(F)F)n3nc(C(=O)Nc4cc(C)nn4-c4ccccc4)cc3N2)c1 (configuration not stated) | -16 | 0 |
| Cc1ccc(S(=O)(=O)N(C)C[C@@H]2Oc3ccc(NS(=O)(=O)c4ccc(Cl)cc4)cc3CC(=O)N([C@H](C)CO)C[C@H]2C)cc1 | x | 3 |
| C[C@@H]1CCCCO[C@@H](CN(C)S(=O)(=O)c2ccccc2)[C@H](C)CN([C@H](C)CO)C(=O)c2cc(NC(=O)Nc3ccccc3)ccc2O1 | -21 | x |
| COc1cc2c(cc1O)C(c1cccs1)N(Cc1sc3ccccc3c1Cl)CC2 (configuration not stated) | x | 1 |
| Cc1ccc(-c2nnc(N3CCN(C(=O)CSc4nc5ccccc5o4)CC3)c3ccccc23)cc1 | -18 | 1 |
| O=C(CSc1ncn[nH]1)c1ccc2c(c1)OCCO2 | 13 | 2 |
| COc1cc2nc(COc3ccccc3[N+](=O)[O-])oc(=O)c2cc1OC | -8 | 4 |
| Cc1noc(C)c1NC(=O)N(C)C[C@H]1Oc2ncc(C#CC(C)C)cc2C(=O)N([C@H](C)CO)C[C@H]1C | 14 | x |
| C[C@@H]1CN([C@@H](C)CO)C(=O)c2cccc(NS(C)(=O)=O)c2O[C@H]1CN(C)Cc1ccc(C(F)(F)F)cc1 | -2 | x |
| COc1cc(OC)cc(-c2nnc(SCC(=O)Nc3ccc(Cl)cc3)n2-c2ccc(F)cc2)c1 | -12 | 8 |
| CNC[C@H]1Oc2ccc(NC(=O)CCN3CCOCC3)cc2CC(=O)N([C@@H](C)CO)C[C@@H]1C | 0 | 2 |
| C[C@H](CO)N1C[C@H](C)[C@H](CN(C)S(=O)(=O)c2ccccc2C#N)OCc2cnnn2CCCC1=O | x | -4 |
| COc1ccc(NC(=O)C(C)N(c2ccc(Cl)cc2)S(C)(=O)=O)c(OC)c1 (configuration not stated) | -7 | 0 |

A different layout for some results above.
Screens in order – mut p53 react, STK33 inh
COc1cc2c(cc1O)C(c1cccs1)N(Cc1sc3ccccc3c1Cl)CC2 (configuration not stated)
→ x, 1
COc1ccc(N(C(=O)c2cccnc2)S(=O)(=O)c2cccc([N+](=O)[O-])c2)cc1
→ -75, 2
COc1cccc(C2CC(C(F)(F)F)n3nc(C(=O)Nc4cc(C)nn4-c4ccccc4)cc3N2)c1 (configuration not stated)
→ -16, 0
Cc1noc(C)c1NC(=O)N(C)C[C@H]1Oc2ncc(C#CC(C)C)cc2C(=O)N([C@H](C)CO)C[C@H]1C
→ 14, x
C[C@H](CO)N1C[C@H](C)[C@H](CN(C)S(=O)(=O)c2ccccc2C#N)OCc2cnnn2CCCC1=O
→ x, -4
CC(C)(C)c1ccc(S(=O)(=O)CC(O)CSc2nc3c(cc2C#N)CCCC3)cc1 (configuration not stated)
→ 5, -4

Next section:
| SMILES | mut p53 react | STK33 inh |
| --- | --- | --- |
| N=c1ncn(Cc2ccccc2)c2nc(SCC(=O)O)[nH]c12 | 15 | -2 |
| C[C@H]1CCCCO[C@@H](CN(C)C)[C@@H](C)CN([C@@H](C)CO)C(=O)c2cc(NC(=O)Nc3ccccc3)ccc2O1 | -7 | x |
| CCc1cccc(C)c1NC(=O)CSc1nnc(-c2ccc(Cl)cc2Cl)n1C | 7 | 3 |
| CN(CC(=O)Nc1ccc(Cl)cc1C(F)(F)F)S(=O)(=O)c1ccc(Br)cc1 | 8 | -2 |
| C[C@@H]1CN([C@@H](C)CO)C(=O)c2cc(N(C)C)ccc2O[C@@H]1CN(C)C(=O)Nc1ccc2c(c1)OCO2 | 12 | x |
| C[C@H](CO)N1C[C@H](C)[C@H](CN(C)C(=O)C2CCCCC2)Oc2ncc(-c3cccnc3)cc2C1=O | 8 | x |
| C/C=C/c1cnc2c(c1)C(=O)N([C@H](C)CO)C[C@H](C)[C@H](CN(C)C(=O)Nc1c(C)noc1C)O2 | 11 | x |
| C[C@@H]1CN([C@@H](C)CO)C(=O)c2cccc(NC(=O)Nc3ccc(F)cc3)c2O[C@H]1CN(C)Cc1ccc(C(=O)O)cc1 | 7 | x |
| C[C@@H]1CN([C@H](C)CO)C(=O)c2cc(NC(=O)Cn3cnnn3)ccc2O[C@H]1CN(C)Cc1ccc(C(=O)O)cc1 | x | 2 |
| C[C@@H]1CN([C@@H](C)CO)C(=O)Cc2cc(NS(C)(=O)=O)ccc2O[C@H]1CN(C)C(=O)NC1CCCCC1 | 7 | x |
| Cc1cccc(-c2nc3cc(NC(=O)COc4ccc([N+](=O)[O-])cc4)ccc3o2)c1 | 12 | 2 |
| CCOC(=O)C1CCCCN1Cc1ccc(OC)c(O)c1 (configuration not stated) | 7 | -2 |
| C[C@@H]1CN([C@H](C)CO)C(=O)CCCn2cc(nn2)CO[C@H]1CN(C)Cc1ccc(O)cc1 | x | -2 |
| Cc1noc(C)c1S(=O)(=O)Nc1ccc2c(c1)CC(=O)N([C@H](C)CO)C[C@@H](C)[C@H](CN(C)Cc1ccc(-c3ccccc3)cc1)O2 | 20 | -5 |
| COc1ccc(-n2c(SCC(=O)Nc3ccc(Cl)cc3C)nnc2-c2ccccc2F)cc1 | -1 | 3 |
| COc1ccc(NC(=O)N(C)C[C@H]2Oc3ccc(NS(=O)(=O)c4cn(C)cn4)cc3CC(=O)N([C@@H](C)CO)C[C@H]2C)cc1 | x | -3 |
| COc1ccc(CN(C)C[C@@H]2Oc3c(NS(C)(=O)=O)cccc3C(=O)N([C@@H](C)CO)C[C@H]2C)cc1 | -4 | x |
| COCCCNC(=O)[C@@]1(Cc2ccccc2I)c2ccccc2C(=O)N(Cc2ccccc2OC)[C@H]1c1ccc(CO)cc1 | x | 1 |
| COc1ccc(S(=O)(=O)Nc2ccc3c(c2)C(=O)N([C@H](C)CO)C[C@@H](C)[C@@H](CN(C)S(=O)(=O)c2cccs2)OCCCC[C@H](C)O3)cc1 | -18 | x |
| COc1ccc(S(=O)(=O)N(C)C[C@@H]2Oc3ccc(NS(=O)(=O)c4ccccc4)cc3CC(=O)N([C@@H](C)CO)C[C@H]2C)cc1 | -6 | x |

Other records follow:
| SMILES | mut p53 react | STK33 inh |
| --- | --- | --- |
| C[C@@H]1CN([C@@H](C)CO)C(=O)Cc2cc(NC(=O)Cc3ccccc3)ccc2O[C@@H]1CN(C)C(=O)Nc1ccc2c(c1)OCO2 | -6 | -1 |
| O=C(C[C@H]1C[C@H]2c3cc(NS(=O)(=O)c4ccc(F)cc4)ccc3O[C@H]2[C@H](CO)O1)N1CCOCC1 | -3 | x |
| Cc1ccc(Nc2nc(Oc3ccc(OCc4ccccc4)nn3)nc(N(C)C)n2)cc1 | 2 | -1 |
| COc1ccc(Cc2nnc(SCc3nc4ccccc4c(=O)[nH]3)n2C)cc1 | -8 | -3 |
| Nc1ncnc2nc(SCC(=O)N3CCN(c4ccccc4)CC3)[nH]c12 | 7 | 4 |
| C[C@H](CO)N1C[C@H](C)[C@@H](CN(C)C(=O)C2CCCCC2)OCc2cn(nn2)CCCC1=O | x | 0 |
| Cc1n[nH]c(C)c1C(=O)CC1(O)C(=O)N(Cc2ccccc2)c2ccccc21 (configuration not stated) | -14 | -1 |
| Cc1cccc(OCC(=O)Nc2c[nH]c(=O)[nH]c2=O)c1C | -4 | -1 |
| C[C@H]1CN([C@@H](C)CO)C(=O)c2cc(NC(=O)Nc3ccc(C(F)(F)F)cc3)ccc2O[C@H]1CN(C)Cc1ccc(C(F)(F)F)cc1 | -27 | x |
| CNC[C@@H]1OCCCC[C@@H](C)Oc2ccc(NS(=O)(=O)c3cccs3)cc2C(=O)N([C@@H](C)CO)C[C@H]1C | -2 | x |
| NS(=O)(=O)c1ccc(NC(=S)Nc2nn(Cc3ccc(Cl)cc3Cl)cc2Cl)cc1 | 0 | 3 |
| C[C@H](CO)N1C[C@H](C)[C@H](CN(C)S(=O)(=O)c2ccc(-n3cccn3)cc2)OCc2cn(nn2)CCCC1=O | 5 | 4 |
| COc1cc([N+](=O)[O-])cc(CN2CCN(CCO)CC2)c1O | -11 | 0 |
| CS(=O)(=O)N(CC(=O)NC1CCCCC1)c1cccc(F)c1 | -9 | -3 |
| O=C(Nc1sccc1C(=O)N1CCOCC1)c1cc2ccccc2oc1=O | -5 | -1 |
| Cc1nc2nc[nH]n2c(=O)c1NS(=O)(=O)c1cccs1 | -2 | -1 |
| C[C@H]1CN([C@@H](C)CO)C(=O)Cc2cc(NS(=O)(=O)c3ccc(F)cc3)ccc2O[C@H]1CN(C)Cc1ccccc1 | x | -2 |
| COCC#Cc1ccc2c(c1)O[C@@H](CN(C)C(=O)c1ccccc1)[C@@H](C)CN([C@H](C)CO)S2(=O)=O | 1 | x |
| COC(=O)c1ccccc1NC(=O)CN(c1ccc(C)c(Cl)c1)S(C)(=O)=O | 1 | -6 |
| C[C@H]1CN([C@@H](C)CO)C(=O)Cc2cc(NS(=O)(=O)c3cn(C)cn3)ccc2O[C@H]1CN(C)C(=O)Nc1ccc(F)cc1 | 6 | 3 |

(continued)
| SMILES | mut p53 react | STK33 inh |
| --- | --- | --- |
| CC1=C(CO)C(=O)OC([C@@H](C)[C@H]2CCC3C4CC=C5C[C@@H](O[C@@H]6O[C@H](CO)[C@@H](O)[C@H](O)[C@H]6O)C[C@H](O)[C@]5(C)C4CC[C@@]32C)C1 (some centres not stated) | -5 | -1 |
| Cn1c(SCC(=O)Nc2ccc(C(=O)O)cc2)nnc1-c1ccc(Cl)cc1Cl | 4 | 1 |
| CCCNC(=O)[C@H]1O[C@@H]1C(=O)N[C@H](C(=O)N1CCC[C@H]1C(=O)OC)C(C)CC (some centres not stated) | -88 | 0 |
| C[C@H]1CN([C@@H](C)CO)C(=O)c2cccc(NC(=O)C3CCOCC3)c2O[C@H]1CN(C)C(=O)Nc1cccc2ccccc12 | -10 | x |
| COc1cc([C@H]2OC[C@H]3[C@@H]2CO[C@@H]3c2ccc(O)c(OC)c2)ccc1O | x | -2 |
| Cc1onc(-c2ccccc2)c1C(=O)Nc1cccc2nsnc12 | 1 | -3 |
| C[C@@H]1CN([C@H](C)CO)C(=O)c2cccc(NC(=O)C3CCOCC3)c2O[C@H]1CN(C)Cc1ccccc1 | -2 | x |
| O=C(CN1C(=O)c2ccccc2S1(=O)=O)Nc1cc(C(F)(F)F)ccc1Cl | 25 | 0 |
| Cc1cccc(C)c1OCC(=O)Nc1sc(C)c(C)c1C(N)=O | -10 | -5 |
| Cc1ccc(S(=O)(=O)N(C)CC(=O)Nc2ccccc2Sc2ccccc2)cc1 | -12 | 5 |
| CC(=O)c1cccc(NC(=S)N2CCN(CCN3C(=O)c4cccc5cccc(c45)C3=O)CC2)c1 | 0 | 1 |
| C[C@@H]1CN([C@@H](C)CO)C(=O)Cc2cc(NC(=O)Cc3cn(C)c4ccccc34)ccc2O[C@@H]1CN(C)S(=O)(=O)c1ccc(Cl)cc1 | x | 3 |
| O=C(CSc1nc2ccccc2c(=O)[nH]1)Nc1ccc2ccccc2c1 | 4 | -3 |
| C[C@@H]1CN([C@H](C)CO)C(=O)Cc2cc(NS(=O)(=O)c3ccc(F)cc3)ccc2O[C@@H]1CN(C)Cc1ccc(Cl)c(Cl)c1 | x | 5 |
| COc1ccc2c(c1)c(=O)oc1cc(OCC(=O)Nc3cc(C)cc(C)c3)ccc12 | 11 | 2 |
| C[C@H](CO)N1C[C@H](C)[C@@H](CN(C)S(=O)(=O)c2ccc(F)cc2)Oc2ccc(NS(=O)(=O)c3ccc(F)cc3)cc2C1=O | x | 0 |
| C[C@@H]1CN([C@H](C)CO)C(=O)c2cc(N(C)C)ccc2O[C@@H](C)CCCCO[C@@H]1CN(C)C(=O)c1ccncc1 | 2 | x |
| O=C(Cn1cnc([N+](=O)[O-])n1)Nc1ccc(Cl)cc1C(F)(F)F | 2 | 1 |
| C[C@@H]1CN([C@@H](C)CO)C(=O)CCCn2cc(nn2)CO[C@@H]1CN(C)Cc1ccc2c(c1)OCCO2 | x | -2 |
| C[C@H](CO)N1C[C@H](C)[C@H](CN(C)C(=O)Nc2ccc(C(F)(F)F)cc2)Oc2c(NC(=O)Nc3cccc4ccccc34)cccc2C1=O | -12 | x |
| C[C@H]1CN([C@@H](C)CO)C(=O)Cc2cc(NS(=O)(=O)c3ccccc3)ccc2O[C@@H]1CN(C)C(=O)Nc1ccc(C(F)(F)F)cc1 | x | 3 |
| O=C(NCCNC(=O)c1ccco1)c1ccco1 | 1 | 0 |

Complete entries, looked up by structure:
`C[C@@H]1CN([C@H](C)CO)C(=O)c2cccc(NC(=O)C3CCOCC3)c2O[C@H]1CN(C)Cc1ccccc1` across the screens: mut p53 react: -2; STK33 inh: x
`O=C(NCCNC(=O)c1ccco1)c1ccco1` across the screens: mut p53 react: 1; STK33 inh: 0
